Bioassay records: PubChem, The Scripps Research Institute Molecular Screening Center
HTRA1 inh = inhibitors of human serine peptidase HTRA1; 340,000 compounds, 0.5% hits; inhibition, % at 5.96 µM; Q92743; AID 504803; recombinant HTRA1, FP-rhodamine activity-based probe, fluorescence polarization; in the data active means inhibition above about 36%;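 further: 0% = enzyme with DMSO and 100% = wells lacking enzyme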
Target sequence (Q92743 whole entry, looked up): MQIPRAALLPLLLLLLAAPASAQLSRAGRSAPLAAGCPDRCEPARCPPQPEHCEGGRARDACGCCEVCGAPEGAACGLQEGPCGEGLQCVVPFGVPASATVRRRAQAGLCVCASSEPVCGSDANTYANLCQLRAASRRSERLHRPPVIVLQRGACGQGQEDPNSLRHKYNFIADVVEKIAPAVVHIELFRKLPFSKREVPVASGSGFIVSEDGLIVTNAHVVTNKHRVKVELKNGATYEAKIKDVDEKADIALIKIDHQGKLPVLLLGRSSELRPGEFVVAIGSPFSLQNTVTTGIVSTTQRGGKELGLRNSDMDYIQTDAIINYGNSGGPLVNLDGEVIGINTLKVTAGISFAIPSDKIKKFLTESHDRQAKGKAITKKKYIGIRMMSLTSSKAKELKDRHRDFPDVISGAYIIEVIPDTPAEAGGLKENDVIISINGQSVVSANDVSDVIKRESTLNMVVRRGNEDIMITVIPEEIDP
An asterisk follows results filed as active.

HTRA1 inh	structure
2	Cc1ccc(CN=C2NC(=O)C(CC(=O)NCCc3ccccc3)S2)cc1 (stereo not given)
-6	CC(=O)C1=C(C)N(CC2CC2)C(=O)N[C@H]1c1cccs1
-5	C=CS(=O)(=O)N(Cc1ccc(Cl)c(Cl)c1)C[C@@H](O)CO
-2	CCN(CC)C(=O)[C@H]1C[C@H](CC(=O)NC/C=C(\C)CCC=C(C)C)C(=O)N2CCc3c([nH]c4cc(CCC(=O)N(C)C)ccc34)[C@]12C
-93	O=C(/C=C/N1CCOCC1)c1ccc(-c2ccccc2)cc1
-68	COc1cc(NC(=O)c2[nH]cnc2C(N)=O)cc(C(=O)Nc2cccc(C(F)(F)F)c2)c1
47*	O=C(COc1ccccc1C(=O)N/N=C\c1ccc(O)c(O)c1)N/N=C/c1ccc(O)c(O)c1
-8	CC(C)Oc1ccc(/C=N/NC(=O)C(CSCc2ccccc2)NC(=O)c2ccc([N+](=O)[O-])cc2)cc1 (stereo not given)
6	COc1cccc2c1cc1c(=O)n(CC(=O)NCCCN3CCCCC3)nc(C)n12
-4	CCOC(=O)C1=C(C)N(CCCC(=O)O)C(=O)NC1c1ccccc1OS(=O)(=O)c1ccc(C)cc1 (stereo not given)
5	Cc1ccc(CC(=O)NCC2CCCCC2)cc1
-14	O=C(N1CCC(n2nc(-c3ccccc3)oc2=O)CC1)C1(c2ccc(Cl)cc2)CC1

Copied from the list:
HTRA1 inh, `C=CS(=O)(=O)N(Cc1ccc(Cl)c(Cl)c1)C[C@@H](O)CO` → -5
HTRA1 inh, `COc1cc(NC(=O)c2[nH]cnc2C(N)=O)cc(C(=O)Nc2cccc(C(F)(F)F)c2)c1` → -68
HTRA1 inh, `COc1cccc2c1cc1c(=O)n(CC(=O)NCCCN3CCCCC3)nc(C)n12` → 6

Going on with the list:
HTRA1 inh	structure
23	Cc1cc(NS(=O)(=O)c2ccc(Nc3nc(-c4sc(N)nc4C)cs3)cc2)no1
2	COC(=O)C1=C(C(=O)OC)C(c2cc(Cl)ccc2O)c2sc(=O)[nH]c2S1 (stereo not given)
-2	CCCCCCc1nc(C(N)=O)c2[nH]c(=O)n(-c3ccc(OCC)cc3)c2n1
-5	COc1ccc2cc3cc(C(=O)N4CCN(C5CCCCC5)CC4)oc3nc2c1
0	COc1cc(CN2CCN(S(=O)(=O)c3ccc(NC(C)=O)cc3)CC2)cc(OC)c1O
4	O=C1CCC(C(=O)N(Cc2ccco2)C2(C(=O)NC3CCCC3)CCCCC2)N1 (stereo not given)
-23	O=C(Nc1ccccc1)c1ccc(CSc2ccccn2)cc1
-24	CN1CCN(c2ccccc2NC(=O)c2ccc(-c3ccc(Br)cc3)o2)CC1
-5	C[C@H](NC(=O)c1[nH]cnc1C(=O)Nc1ccc(Cl)cc1)C(=O)OC(C)(C)C
3	CCOc1ccc(C(=O)CC(C(=O)O)N2CCN(Cc3ccccc3)CC2)cc1 (stereo not given)
34	Oc1c(Br)cc(/C=N/n2c(-c3ccccc3)n[nH]c2=S)c(O)c1Br
-57	COc1ccc(OC)c(-c2csc(NC(=O)COC(=O)c3ccc(NC(=O)CC#N)cc3)n2)c1
-1	CN1CCN(c2nc3c(c(=O)[nH]c(=O)n3C)n2Cc2ccccc2F)CC1
50*	CC(=O)Oc1cc(O)c2c(=O)c(OC(C)=O)c(-c3ccc(OC(C)=O)c(OC(C)=O)c3)oc2c1
2	O=C(O)C1C2CCC(O2)C1C(=O)NCCC1=CCCCC1 (stereo not given)
-6	CCc1ccc(NC(=O)[C@H](C)NC(=O)C2CCN(C(=O)[C@@H](N)Cc3ccccc3)CC2)cc1
50*	Cc1cccc(NC(=O)CSc2nnc(-c3ccco3)c(-c3ccco3)n2)c1C
-1	COc1ccc(N2CCN(CCCNC(=O)C3(S(=O)(=O)c4ccc(Cl)cc4)CC3)CC2)cc1
4	COc1ccc(-c2ccc3c(c2)S(=O)(=O)c2cccc(C(=O)NCCOc4ccccc4)c2C3=O)cc1OC
11	Nc1[nH]c(=O)[nH]c(=O)c1N=Cc1ccccc1
2	COCCn1c(=O)[nH]c2cc(C(=O)Nc3ccc(OC)c(Cl)c3)ccc2c1=O
-1	CC(C)n1cc(/C=N/Nc2ccc(Cl)c(C(=O)O)c2)c2ccccc21
5	O=C(c1cccs1)N1CCN(Cc2ccc3c(c2)OCO3)CC1
2	NC(=S)NN=C1CSSC1

Another view of four compounds above:
CC(C)n1cc(/C=N/Nc2ccc(Cl)c(C(=O)O)c2)c2ccccc21
  HTRA1 inh: -1

CN1CCN(c2nc3c(c(=O)[nH]c(=O)n3C)n2Cc2ccccc2F)CC1
  HTRA1 inh: -1

COCCn1c(=O)[nH]c2cc(C(=O)Nc3ccc(OC)c(Cl)c3)ccc2c1=O
  HTRA1 inh: 2

COc1ccc(N2CCN(CCCNC(=O)C3(S(=O)(=O)c4ccc(Cl)cc4)CC3)CC2)cc1
  HTRA1 inh: -1

Next results follow:
HTRA1 inh	structure
0	CCn1c(C)nc2cc(C(=O)NNC(=O)CCC3CCCCC3)ccc21
-4	COc1ccccc1C(=O)Nc1nnc(SCC(=O)NC2CCCC2)s1
-8	c1ccc2sc(-c3ccc4c(c3)OCO4)nc2c1
2	Cc1ccc2nc(Cl)c3nnnn3c2c1
4	CC1=Nc2nc(N3CCCCCC3)c(C#N)c3c4c(nc(c23)N1)N(c1ccc2ccccc2c1)C(=O)C4
2	NC(=S)NN=C1c2cc(Cl)ccc2-c2c1cc(Cl)cc2[N+](=O)[O-]
-18	C[C@@H]1CCCCCCCCC(=O)OCCN[C@H](C)CCCCCCCCC(=O)OCCN[C@H](C)CCCCCCCCC(=O)OCCN1
-62	CC(C)(C)n1nc2c(c1NC(=O)COc1ccc(Cl)cc1)CSC2
-67	CC(C)C[C@@H](CO)N(Cc1ccccc1)S(=O)(=O)N(Cc1ccccc1)[C@H](CO)CC(C)C
3	COc1ccccc1C(=O)NCC(=O)Nc1cccnc1
-7	CC1CCCC(C)N1C(=O)Cn1cc(/C=C2/C(=O)Nc3ccccc32)c2ccccc21 (stereo not given)
-76	CCCSc1nsc(NC(=O)C(c2ccccc2)c2ccccc2)n1
-4	CCOC(=O)COc1ccccc1/C=C\[N+](=O)[O-]
-26	C#CCOCCOCCOCCNc1nc(N2CCN(C(=O)CCCCCCCCCCNC(=O)Cn3cc(CCCCCN)nn3)CC2)nc(N2CCN(C(=O)CCCCCCCCCCNC(=O)[C@H](CO)n3cc(CCCSC)nn3)CC2)n1
-3	CC1CCN(S(=O)(=O)c2ccc(NC(=O)C3CCCCC3C(=O)O)cc2)CC1 (stereo not given)
-7	CCOC(=O)c1c(NC(=O)COC(=O)c2ncc(Cl)c(Cl)c2Cl)sc(C(=O)N(C)C)c1C
42*	O=C(Oc1ccc(OC(=O)c2ccco2)c(S(=O)(=O)c2ccc(Br)cc2)c1)c1ccco1
-1	CCC(=O)Nc1nonc1-c1nc2ccccc2n1Cc1ccc(Cl)c(Cl)c1
-11	Cc1ccccc1-c1nc(CS(=O)CC(=O)NC(C)CCc2ccccc2)c(C)o1 (stereo not given)
6	CC(=O)c1ccc(N2CCN(S(=O)(=O)c3ccc(-c4cnc(C5CC5)o4)cc3)CC2)cc1
4	N=c1c(S(=O)(=O)c2ccc(Cl)cc2)cc2c(=O)n3ccccc3nc2n1CC1CCCO1 (stereo not given)
-2	C#CCOCCOCCOCCNc1nc(N2CCN(C(=O)[C@H](Cc3ccc(O)cc3)n3cc(C(N)CC(C)C)nn3)CC2)nc(N2CCN(C(=O)[C@H](CCC(=O)O)n3cc(C(N)[C@H](C)CC)nn3)CC2)n1 (stereo not given in full)
4	Clc1ccc(OCCCCN2CCCCC2)cc1
0	OCC[C@@H]1C[C@H](O)[C@@H](O)[C@]2(Cc3ccccc3O2)O1

Some of these compounds in order of their number in HTRA1 inh, descending:
| Structure | HTRA1 inh |
| --- | --- |
| CC(=O)c1ccc(N2CCN(S(=O)(=O)c3ccc(-c4cnc(C5CC5)o4)cc3)CC2)cc1 | 6 |
| C#CCOCCOCCOCCNc1nc(N2CCN(C(=O)[C@H](Cc3ccc(O)cc3)n3cc(C(N)CC(C)C)nn3)CC2)nc(N2CCN(C(=O)[C@H](CCC(=O)O)n3cc(C(N)[C@H](C)CC)nn3)CC2)n1 (stereo not given in full) | -2 |
| CCOC(=O)c1c(NC(=O)COC(=O)c2ncc(Cl)c(Cl)c2Cl)sc(C(=O)N(C)C)c1C | -7 |

Next part:
HTRA1 inh	structure
-5	COc1ccc(C2C(C#N)=C(N)N(c3sc4c(c3C#N)CCCC4)C3=C2C(=O)CC(C)(C)C3)cc1 (stereo not given)
-4	Cc1sc2ccccc2[n+]1CC(=O)c1ccccc1
7	Cc1cccc(OC(C)C(=O)NC2CCS(=O)(=O)C2)c1C (stereo not given)
34	Cc1cc(O)c2c(c1)C(=O)[C@@]13Oc4c5c(c(O)c6c(O)cc(C)cc46)C(=O)C[C@H](O)[C@H]5[C@@H]1[C@@H](O)CC(=O)C3=C2O
-24	COC(=O)c1cc(OC)c(OC)cc1N1C(=O)CC(C)(C)CC1=O
-11	CCOC(=O)Nc1sc2c(c1C#N)CCC(C)C2 (stereo not given)
24	CC1C2(C)OC(=N)C(C#N)(C(C)O2)C1(C#N)C#N (stereo not given)
59*	CC(C)C1N=C2c3ccccc3N=C(SCC(=O)c3ccc(O)c(O)c3)N2C1=O (stereo not given)
1	O=C(Nc1sc2c(c1C(=O)O)CCCCC2)c1cccnc1
5	COc1cc(/C=C2/C(=N)N3N=C(CC(=O)N4CCOCC4)SC3=NC2=O)ccc1OCc1ccccc1F
8	Cc1c(-c2nn(C)c(=O)c3ccccc23)oc2ccc(F)cc2c1=O
-4	O=C(c1cnc(-c2ccc(Cl)cc2)s1)c1ccc(Cl)cc1Cl
57*	Cc1ccc(C(c2cc(Cl)c3cccnc3c2O)N2CCN(C)CC2)cc1 (stereo not given)
5	COc1ccc(N2CCN(C(=O)C3CCCN3S(=O)(=O)c3cccc4nsnc34)CC2)cc1 (stereo not given)
3	O=C(Cn1sc2ccccc2c1=O)NC12CC3CC(CC(C3)C1)C2
-32	Cc1nn(Cc2ccccc2)c(C)c1NC(=O)c1noc2c1CCc1ccccc1-2
1	COc1ccc(C(=O)CC(=O)C(=O)Nc2cc([N+](=O)[O-])ccc2OC)cc1
0	O=C(CSc1nc2sc3c(c2c(=O)n1-c1ccccc1)CCCC3)N/N=C/c1ccc(C(=O)O)cc1
24	COC/C=C/C1=CC2=CC(=O)C(C)(OC(=O)c3cnc4ccccc4n3)C(=O)C2=CN1CC(C)C (stereo not given)
30	CC(C)Oc1ccc(C(=O)Nc2ccc(N3CCCC3)cc2)cc1
2	CC1=NN(C(N)=S)C(=O)C1N=Nc1ccc([N+](=O)[O-])cc1 (stereo not given)
4	O=S1(=O)C=C(Sc2nnc(-c3ccccc3)o2)c2ccccc21
-3	Cc1ccc(-n2nc3c(=O)n(CC(=O)NC(C)CCc4ccccc4)nc(C)c3c2C)cc1 (stereo not given)
0	COc1cc2c(cc1O)CC[C@@H]1[C@@H]2CC[C@]2(C)[C@@H](O)CC[C@@H]12
-2	Cc1ccc(F)cc1N=Cc1c(O)c2ccccc2oc1=O
-3	Cc1cc2oc(=O)cc(Cn3ccnc3)c2cc1O
-25	Cc1nc(NC(C)c2ccccc2)c2c3c(sc2n1)CCC3 (stereo not given)
10	CCS(=O)(=O)NCCc1cc2ccc(C)cc2[nH]c1=O
14	C=CC(=O)Nc1cccc(N(C)c2ccnc(Nc3ccc(N4CCN(C)CC4)cc3)n2)c1
0	O=C(NCc1ccccc1Cl)c1cccc2c1C(=O)c1ccc(-c3ccc(OC(F)(F)F)cc3)cc1S2(=O)=O
2	Cc1ccc(C)c(-c2nnc(NC(=O)Cc3ccc(F)cc3)o2)c1
17	CSc1ccc(-c2nc3cnccn3c2Nc2ccc3c(c2)OCO3)cc1
0	CCCCn1c(SCC(=O)N2CCN(c3ccccc3)CC2)nc2ccsc2c1=O
-2	N#Cc1cccc(NC(=O)CCNS(=O)(=O)c2ccc3[nH]c(=O)oc3c2)c1
1	CCCCC(CCC(=O)O)(C(=O)OCC)c1csc(Nc2ccccc2)n1 (stereo not given)
-8	O=C(Nc1cccc(/C=C/c2ccccn2)c1)c1ccc(-n2cncn2)cc1
-1	COc1cccc(-n2nc(C(=O)Nc3ccc4c(c3)OCO4)c3ccccc3c2=O)c1
5	C=CCn1c(O)c(CN2CCOCC2)c(C)c(C#N)c1=O
-2	O=C(NCCc1ccc(Cl)cc1)c1cccc(N2CCCC2=O)c1
-1	COc1ccccc1C(=O)Nc1nnc(SCC(=O)NCc2ccco2)s1
3	CN(C(=O)COC(=O)c1ccc(F)c(S(=O)(=O)N2CCOCC2)c1)C1CCS(=O)(=O)C1 (stereo not given)
0	O=c1c2c3c(sc2nc2n1CCCCC2)CCCCC3
-14	C#CCOCCOCCOCCNc1nc(N2CCN(C(=O)CCCCCCCCCCNC(=O)Cn3cc(C[C@@H](C)O)nn3)CC2)nc(N2CCN(C(=O)CCCCCCCCCCNC(=O)[C@@H](CCSC)n3cc(CCO)nn3)CC2)n1
-27	CCN1C(=O)[C@@H]2Cc3c([nH]c4ccccc34)C(c3ccc(OC)cc3)N2C1=S (stereo not given in full)
-2	CCCC(C)c1nc(C(N)=O)c2[nH]c(=O)n(-c3ccc(OC)cc3OC)c2n1 (stereo not given)
-44	Cc1cccc(C(=O)Nc2cccc(C(=O)Nc3cc(C)ccn3)c2)c1
4	O=C(COc1ccc2c3c(c(=O)oc2c1)CCCC3)NCCN1CCOCC1
6	COc1ccc(-c2nc(CS(=O)CC(=O)NC3CCCCC3)c(C)o2)cc1OC (stereo not given)
0	CC(C)(C)c1cc(CCC(=O)NNC(=S)NC(=O)c2ccccc2)cc(C(C)(C)C)c1O
-1	c1ccc2ncccc2c1
0	CS(=O)(=O)N1N=C(c2ccc(Br)cc2)CC1c1ccc2c(c1)OCO2 (stereo not given)
37*	COC(=O)CCC(=O)OC1(C)C(=O)C2=CN(CCc3ccccn3)C(c3ccc(OC)cc3)=CC2=C(Br)C1=O (stereo not given)
3	CC1(C)Cn2c(nc(=O)c3c2NCN(CCc2ccccc2)C3)S1

Only part of the results is shown; count on the stated rates, not on these rows.
